Compound activity from PubChem.
PAD4 FP inh: human PAD4 inhibitors, primary screen, biochemical, fluorescence polarization, 1536-well format; AID 485272, 2010; recombinant PAD4, RCA probe fluorescence polarization; 330,000 compounds, 0.41% hits; Protein-arginine deiminase type-4 (Homo sapiens), Q9UM07; inhibition, % at 6.36 µM;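 active = percent inhibition above a cutoff equal to the mean of all tested compounds plus 3 SD, cut at about 15% in these data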;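 also: 0% = PAD4 with RCA probe and DMSO and 100% = probe without PAD4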
PME-1 inh: PME-1 inhibitors via competitive probe labeling, primary screen, biochemical, fluorescence polarization, FP-Rh probe, HTS; AID 2130, 2009; recombinant PME-1; inhibition, % at 5.9 µM; 320,000 compounds, 0.53% hits; Protein phosphatase methylesterase 1 (Homo sapiens), Q9Y570;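 active = inhibition above the campaign mean of all compounds plus 3 SD, cut at about 26% in these data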;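 also: competitive labeling of PME-1 active site by serine hydrolase directed probe; 0% = PME-1 with DMSO and 100% = wells lacking PME-1 enzyme; inhibitors block probe labeling so polarization falls and inhibition rises; many of its hits are not listed in these tables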
Target sequence (Q9Y570 whole entry, looked up): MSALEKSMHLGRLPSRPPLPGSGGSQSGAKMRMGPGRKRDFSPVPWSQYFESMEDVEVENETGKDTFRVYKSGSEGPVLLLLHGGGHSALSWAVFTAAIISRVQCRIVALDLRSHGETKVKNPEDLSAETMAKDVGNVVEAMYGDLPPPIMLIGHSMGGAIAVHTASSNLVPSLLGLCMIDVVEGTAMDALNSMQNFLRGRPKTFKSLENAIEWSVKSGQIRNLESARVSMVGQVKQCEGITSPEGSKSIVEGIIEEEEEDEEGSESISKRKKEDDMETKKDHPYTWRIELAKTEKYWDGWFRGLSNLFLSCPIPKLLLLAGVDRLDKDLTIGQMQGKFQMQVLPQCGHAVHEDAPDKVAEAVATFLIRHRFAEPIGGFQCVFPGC
GLD-1 TGE inh: GLD-1/TGE RNA complex disruptors, primary screen, biochemical, fluorescence polarization; Female germline-specific tumor suppressor gld-1 (Caenorhabditis elegans), Q17339; purified GLD-1 + fluorescein TGE RNA; inhibition, % at 5.96 µM; 320,000 compounds, 0.44% hits; AID 2280, 2010;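 active = percent inhibition above a per-plate cutoff, the plate mean of test compounds plus 3 SD, cut at about 30% in these data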;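 also: 0% = DMSO wells with GLD-1 and probe and 100% = wells lacking GLD-1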
MEX-5 binding: MEX-5 zinc finger RNA-binding disruptors – biochemical, C. elegans, fluorescence polarization, MLPCN library, primary screen; MEX-5/FITC-TCR2 RNA binding; stronger effect = lower value; activity score (negative = inhibition of binding), % at 10 µM; AID 1832, 2009; 300,000 compounds, 0.38% hits;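 active = inhibition past about -25% in most replicates, and total fluorescence under double the plate's negative control median, limit read from the data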;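 also: 0% = DMSO and -100% = 5 µM competing unlabeled TCR2 RNA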
GSTO1 counter: inhibitors of recombinant GSTO1, primary screen, counter-screen for RBBP9 inhibitor project, biochemical, fluorescence polarization | inhibition, % at 5.96 µM | activity-based probe fluorescence polarization | 300,000 compounds, 1.1% hits;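 active = inhibition above the campaign mean inhibition plus 3 SD, cut at about 35% in these data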;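 also: 0% = GSTO1-1 with DMSO and 100% = wells lacking GSTO1-1 enzyme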
Target sequence (P78417 whole entry, looked up): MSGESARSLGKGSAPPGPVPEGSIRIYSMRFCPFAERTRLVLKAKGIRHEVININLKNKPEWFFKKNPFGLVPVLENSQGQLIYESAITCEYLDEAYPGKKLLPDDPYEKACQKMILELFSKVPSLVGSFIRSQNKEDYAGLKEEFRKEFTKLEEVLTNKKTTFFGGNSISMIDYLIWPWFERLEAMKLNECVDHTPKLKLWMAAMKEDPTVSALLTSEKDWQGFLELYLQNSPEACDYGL
Fam108B inh: mouse Fam108B serine hydrolase inhibitors, primary screen, counter-screen for RBBP9 inhibitor project, biochemical, fluorescence polarization; recombinant Fam108B, FP-Rh probe fluorescence polarization; inhibition, % at 9.51 µM; 300,000 compounds, 0.33% hits; AID 1947, 2009;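 active = inhibition above the screen mean inhibition plus 3 SD, computed separately per campaign, cut at about 18% in these data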;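 also: inhibitors lower polarization as less probe binds the enzyme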
TPT1 inh: Candida albicans TPT1 enzyme inhibitors, primary screen, biochemical, fluorescence polarization; tRNA 2'-phosphotransferase TPT1 (Candida albicans SC5314); recombinant caTPT1, FP RNA substrate dephosphorylation; inhibition, % at 5 µM; 300,000 compounds, 0.81% hits; AID 1962, 2009;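 active = inhibition above the mean of all tested compounds plus 3 SD, set per screening campaign, cut at about 24% in these data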;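 also: plate controls were DMSO alone for no effect and ferristatin control at 100 nM for full effect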
Bcl-xL primary: inhibitors of human Bcl-xL, primary screen, biochemical, fluorescence polarization, HTS. Bcl-2-like protein 1 (Homo sapiens), Q07817. GST-Bcl-xL / FITC-Bim BH3 peptide fluorescence polarization. inhibition, % at 10.9 µM. 320,000 compounds, 0.7% hits. AID 2129, 2009;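 active = inhibition above the mean of all tested compounds plus 3 SD, cutoff set per campaign, cut at about 30% in these data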;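 also: 0% = DMSO wells and 100% = unlabeled Bim-BH3 peptide competitor; inhibitors lower millipolarization by displacing the labeled peptide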
Target sequence (Q07817 whole entry, looked up): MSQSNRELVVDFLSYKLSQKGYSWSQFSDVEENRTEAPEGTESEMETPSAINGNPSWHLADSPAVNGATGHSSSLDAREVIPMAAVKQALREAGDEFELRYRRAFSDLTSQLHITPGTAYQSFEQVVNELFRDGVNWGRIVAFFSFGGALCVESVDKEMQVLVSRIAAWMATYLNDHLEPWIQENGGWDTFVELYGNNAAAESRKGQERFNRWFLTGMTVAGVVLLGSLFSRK
MCL1 BIM primary: inhibitors of MCL1 binding to BIM-BH3, primary screen, biochemical, fluorescence polarization; Induced myeloid leukemia cell differentiation protein Mcl-1 (Homo sapiens), Q07820; GST-MCL1 / FITC-Bim-BH3 fluorescence polarization; inhibition, % at 10.9 µM; 320,000 compounds, 0.68% hits;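 active = inhibition above the mean inhibition of all tested compounds plus 3 SD, set per campaign, cut at about 40% in these data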;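 also: 0% = DMSO wells and 100% = unlabeled Bim-BH3 peptide control; higher means more loss of mP so more displacement of Bim peptide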
Numbers without * were called inactive; . = no result given. Only part of the results is shown; rates above refer to the full screens.

SMILES	PAD4 FP inh	PME-1 inh	GLD-1 TGE inh	MEX-5 binding	GSTO1 counter	Fam108B inh	TPT1 inh	Bcl-xL primary	MCL1 BIM primary
O=C(Nc1ccc(C(F)(F)F)cc1)N1CCN(C(=O)c2ccco2)CC1	0	-4	-2	2.7	-5	3	-2	1	6
Nn1c(SCC(=O)Nc2ccc(F)cc2)nnc1-c1cccnc1	-3	-3	-5	-0.9	10	4	6	-2	-3
COc1cccc(-c2cc(C(=O)NCCCN3CCOCC3)no2)c1	-3	-4	5	-1.7	9	0	1	3	0
O=S(=O)(/C=C/c1ccccc1)N1CCN(c2nc(-c3ccccc3)nc3ccccc23)CC1	1	-3	5	1.7	-4	-5	1	-5	-3
Cc1ccc(CN2C(=O)CCC2C(=O)N2CCN(c3ccccc3)CC2)cc1 (stereo not drawn)	1	5	5	3.5	-7	4	3	-1	2
CCN(CC(=O)NCc1ccc(F)cc1)C(=O)CCNS(=O)(=O)c1cccc(C)c1	-9	-3	-4	.	.	.	.	-4	-1
COc1ccc(/C=N/NC(=O)CC(=O)NCc2cccnc2)cc1[N+](=O)[O-]	3	2	-9	-1.6	4	13	-7	7	9
O=C(Nc1nccs1)c1cc(-c2ccco2)nc2ccccc12	-5	0	3	-0.6	33	2	9	4	23
Cc1cccc(C(=O)OC(C)C(=O)NC(=O)NC2CCCCC2)c1O (stereo not drawn)	5	4	6	2.2	1	1	4	3	1
COc1ccc(C(C)(C)C)cc1NC(=O)COC(=O)c1cc(SC)ccc1Cl	0	0	0	1.6	3	-6	-3	1	8
Cn1c(Cc2c[nH]c3ccccc23)n[nH]c1=S	-4	2	-2	1.3	-1	3	-4	-13	-6
CCC(C)NC(=O)COC(=O)c1oc2ccccc2c1CSc1ccc(Cl)cc1 (stereo not drawn)	0	-11	1	0.0	-5	-3	-5	-7	-29
O=c1cc(Cl)c2ccccc2n1-c1ccccc1	2	9	0	2.1	0	-4	-3	3	0
CC1CCN(C(=O)CSc2nc(=O)n3cc(Cl)ccc3n2)CC1	0	-3	-1	3.5	8	-1	4	4	5
CCCCCC1CC1C(=O)N/N=C/c1ccc(N(C)C)cc1 (stereo not drawn)	-4	4	-1	1.2	-1	4	-4	8	7
N#Cc1ccc(S(=O)(=O)N2CCN(CC(=O)Nc3ccccc3C(=O)NC3CC3)CC2)cc1	0	2	2	.	.	.	.	2	-3
O=C(NC(=S)NC1CCS(=O)(=O)C1)c1ccccc1Br (stereo not drawn)	1	2	3	2.1	2	2	-2	-1	1
Cn1/c(=N/N=C/c2ccc(N3CCOCC3)cc2)sc2ccccc21	1	22	-4	-2.8	1	3	1	6	3
CC(=O)Nc1ccc(CN2CCCC(C(=O)c3ccc(C(F)(F)F)cc3)C2)cc1 (stereo not drawn)	2	2	4	1.1	3	1	2	3	8
O=C(C1=C[C@H](c2csc3ccccc23)C[C@H](OCc2ccc(CO)cc2)O1)N1CCN(Cc2ccccc2)CC1	0	-1	0	6.2	2	4	1	7	14

The final 2 entries of the part before open the next one.
SMILES	PAD4 FP inh	PME-1 inh	GLD-1 TGE inh	MEX-5 binding	GSTO1 counter	Fam108B inh	TPT1 inh	Bcl-xL primary	MCL1 BIM primary
CC(=O)Nc1ccc(CN2CCCC(C(=O)c3ccc(C(F)(F)F)cc3)C2)cc1 (stereo not drawn)	2	2	4	1.1	3	1	2	3	8
O=C(C1=C[C@H](c2csc3ccccc23)C[C@H](OCc2ccc(CO)cc2)O1)N1CCN(Cc2ccccc2)CC1	0	-1	0	6.2	2	4	1	7	14
CCOc1ccc(N(CC(=O)N2CCN(c3ccc(F)cc3)CC2)S(=O)(=O)c2c(C)noc2C)cc1	1	-6	1	-0.3	26	0	0	5	-1
Cc1c(N/C(=N/S(=O)(=O)c2cc([N+](=O)[O-])ccc2Cl)c2ccccc2)c(=O)n(-c2ccccc2)n1C	0	3	-4	-0.4	8	6	-2	9	6
COc1ccc(/C=C/C(=O)Nc2cccc(S(=O)(=O)NC3=NCCCCC3)c2)cc1	-3	-14	-2	1.0	-2	-1	1	5	4
COc1ccc(/C=N/NC(=O)c2cccnc2)cc1CN1CCOCC1	0	-1	-3	-3.3	-4	-1	-5	2	0
O=C(NC(=S)NC(CO)Cc1ccccc1)c1ccc(F)cc1 (stereo not drawn)	-3	4	6	2.5	-1	-2	2	0	5
O=C(COC(=O)CNS(=O)(=O)/C=C/c1ccccc1)NC1CCS(=O)(=O)C1 (stereo not drawn)	-5	-3	7	0.1	-8	1	-5	3	5
O=C(CSc1nc(-c2ccco2)cc(C(F)(F)F)n1)N1CCc2ccccc2C1	-2	-1	10	4.7	4	-5	3	1	6
COc1ccc(NC(=O)NC2(C(=O)N3CCN(C)CC3)CCCCC2)cc1	0	-2	4	-1.4	-4	-3	3	-1	-3
Cc1ccc(OCC(=O)N2CCc3ccccc32)c([N+](=O)[O-])n1	-6	-2	11	0.3	10	0	-2	-2	-3
NC(=O)C(Cc1ccccc1)NC(=O)C12CC3CC(CC(C3)C1)C2 (stereo not drawn)	4	0	6	-2.5	1	3	-5	4	-7
O=C(CN1C(=O)NC2(CCc3ccccc32)C1=O)Nc1ccc(N2CCOCC2)cc1 (stereo not drawn)	0	-2	3	1.1	1	5	-1	-4	-9
Cc1ccc(C)c(OCCC(=O)OCC(=O)NCc2ccc(F)cc2)c1	2	7	12	-2.1	2	-4	-1	-2	-8
Cc1ccccc1-c1cc(C(=O)Nc2sc(C(=O)OC(C)C)c(C)c2C#N)c2ccccc2n1	-4	19	11	1.0	-18	5	3	7	8
CCOC(=O)c1c(-c2ccc(C)cc2)csc1NC(=O)CCN1CCOCC1	0	-2	1	0.1	4	-3	-1	3	2
CCOc1ccc(NC(=O)NC2CC(=O)N(c3ccc(OC)cc3)C2)cc1 (stereo not drawn)	0	-10	-5	3.2	-4	2	-1	1	5
CCS(=O)(=O)c1ncc(Cl)c(C(=O)Nc2ccccc2OC)n1	-1	4	-1	0.6	-2	1	5	3	5
O=C(CN(Cc1ccccc1)C1=NCCS1)c1ccccc1	-2	-4	0	0.4	3	1	-3	-2	2
O=[N+]([O-])c1cccc(/C=C/c2nc(C=Nc3ccc4ccccc4c3)c(O)o2)c1	-1	6	-24	.	-1	-3	33*	-48	-78
COc1ccc(C)cc1S(=O)(=O)N1CCC2(CC1)OCCN2S(=O)(=O)c1ccccc1	-3	2	2	1.1	0	2	-1	2	5
COc1ccc(OC)c(C(C[N+](=O)[O-])c2c(C)cc3ccccn23)c1 (stereo not drawn)	-4	8	3	0.1	8	4	1	-2	-1
CCOC(=O)C1=C(C)NC(=O)C1CC(=O)Nc1ccccc1 (stereo not drawn)	-6	4	8	0.3	0	-5	-1	3	0
O=C(COc1ccccc1Cl)Nc1ccccc1C(=O)NC1CC1	2	-1	-6	-0.1	-6	8	-1	-1	-2
Cc1ccc(NC2Sc3ccccc3NC2=O)cc1 (stereo not drawn)	4	-6	5	0.5	-1	4	3	-1	-12
CCn1c(SCC(=O)N2CCCCC2C)nnc1-c1ccco1 (stereo not drawn)	1	0	3	2.9	-2	-4	0	3	-1
C/C(CCc1ccc2c(c1)OCO2)=N\NC(=O)c1ccccc1Br	-3	4	-4	0.2	-2	-1	1	6	-3
Nc1ccc(C(=O)C(=O)c2ccc(N)cc2)cc1	1	-5	4	-0.5	-1	-3	-1	-2	1
Cc1ccc(S(=O)(=O)C(C#N)=C2N(C)c3ccccc3N2C)cc1	-9	-4	-5	-5.9	-5	-4	-4	25	23
Cc1nnc(SCC(=O)N2CCCC2)n1-c1ccc(F)cc1	5	-1	-1	-0.4	7	-3	-5	4	-2
Cc1ccccc1Nc1c(-c2cccnc2)nc2ccccn12	-3	0	4	-2.3	-2	4	4	3	1
CC1CC(C)CN(C(=O)C2CCN(S(=O)(=O)c3cccc4cccnc34)CC2)C1 (stereo not drawn)	0	7	6	0.8	3	2	4	5	-1
Cc1ccc(NC(=O)CSc2nnc(C(F)(F)F)n2C)cc1[N+](=O)[O-]	-1	-9	-2	0.6	4	-2	-3	-1	0
CCc1ccc(-c2nc(SCC(=O)NC3CCCC3)n[nH]2)cc1	-7	-10	2	-1.1	0	1	-1	-1	1
O=C(NCCc1nc2ccccc2[nH]1)/C(=C/c1ccc2c(c1)OCO2)NC(=O)c1ccccc1Cl	-6	-2	3	-1.4	0	3	6	-1	-5
O=C1CCC(C(=O)N2CCOCC2)CN1Cc1cccc(C(F)(F)F)c1 (stereo not drawn)	1	3	7	-1.1	1	0	1	4	1
O=C(O)Cc1ccc(NC(=O)C2CCCCC2C(=O)O)cc1 (stereo not drawn)	-5	-6	1	-1.3	6	-3	-3	9	6
Cc1cccc(N/C=C/C(=O)c2cccs2)c1C	-1	-2	-3	-5.5	7	4	0	3	8
Cc1cccc(-c2cc(C(=O)Nc3sc(C)c(C)c3C(N)=O)c3ccccc3n2)c1	0	-17	-7	-1.0	2	0	7	0	6
O=C(O)c1ccc(N=Nc2c(O)[nH]c3ccccc23)cc1	1	10	-10	-7.0	-13	5	8	6	-4
CCn1c(C)c(P(=O)(N2CCOCC2)N2CCOCC2)c2ccccc21	3	-9	1	-0.8	-8	-2	-1	-4	-3
O=c1[nH]c(/C=C/c2cccc([N+](=O)[O-])c2)c([N+](=O)[O-])c(=O)[nH]1	-1	9	5	0.0	29	-4	-5	11	16
COc1ccc(/C=N/NC(=O)c2ccc(NC(=O)c3ccccc3Br)cc2)cc1	0	-12	6	-0.4	-4	-13	4	-8	-5
Cc1cc(C)nc(N2CCCC(C(=O)NC(C)C)C2)n1 (stereo not drawn)	-2	-3	9	1.7	-3	5	2	0	-8
Cc1c(NS(=O)(=O)c2ccc(NC3CCCC3)c([N+](=O)[O-])c2)c(=O)n(-c2ccccc2)n1C	5	2	6	-1.4	4	0	0	5	3
Cc1sc2ncnc(N3CCCCC3)c2c1C	3	1	2	3.2	-6	2	0	2	3
CCCOc1ccc(C(=O)C(c2ccccc2)N2CCOCC2)cc1 (stereo not drawn)	-1	4	3	0.8	2	-3	-3	6	4
FC(F)(F)c1cccc(CN2CCSCC2)c1	-2	0	-4	1.4	10	1	0	-5	-15
COc1ccc(S(=O)(=O)N2CCC(C(=O)N[C@H](C(=O)NC3CCCC3)C(C)C)CC2)cc1	-5	2	0	1.0	9	4	1	3	4
CC(CCc1ccccc1)NC(=O)C(=O)Nc1ccccc1 (stereo not drawn)	-4	-4	6	0.0	5	-2	-1	3	1
C[C@@H]1C[C@@H]2OC(=O)[C@]3(C)[C@H]2[C@@H](OC3(C)O)[C@]2(C)C(=O)CC[C@H]12 (stereo partly drawn)	-3	3	-1	1.0	3	-4	1	-4	1
